D1 PAM = enhances dopamine response at the human D1 receptor; P21728; HEK293 TREx D1 cells, calcium flux, dopamine EC20 potentiation; potentiation, % at 10 µM; 0.036% of 360,000 active; in the data active = potentiation above about 30%; also: 0% is about no effect
D1 antagonist = antagonists of human D1 dopamine receptor | HEK293 TREx D1 cells, calcium flux, dopamine EC80; hits give low values | P21728 | activity change, negative = inhibition, % at 10 µM | 3.2% of 360,000 active; in the data active = activity change below about -30%; also: % is scaled to controls: 0 for no effect and ±100 for the full control effect
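After overnight tetracycline induction at 30 C, force-coupled D1 HEK293 cells took up a no-wash calcium dye at room temperature. Compounds were added and monitored 180 s, and the response to EC80 dopamine was then recorded.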
Vif-A3G inh = inhibitors of Vif-APOBEC3G interaction; Q9HC16; 0.076% of 410,000 active; HeLa A3G-eYFP + Vif (tagged APOBEC3G with the HIV-1 protein that degrades it), YFP fluorescence, overnight; Potency, µM (highest dose often 46.1 µM), inactives show at the highest dose activity, negative = active, hits mostly inhibitors;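 also: potency is read from the fitted curve at half-maximal effect; % is scaled to controls: 0 for no effect and ±100 for the full control effect; nearly all actives have a fitted effect of over 60% in size; hits raise eYFP signal because A3G escapes Vif-driven loss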
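HeLa cells stably expressing Vif and C-terminally eYFP-tagged A3G, seeded overnight at 37 deg C, then exposed to compound by pintool overnight at 37 deg C. Rise in yellow fluorescence (Ex 488/Em 500-530, Acumen) marks blocked Vif-driven A3G degradation.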
Glioma ERSR ind = ER stress response induction in glioma; 0.02% of 420,000 active; Potency, µM, inactives show at the highest dose activation, most hits filed as activators; U87-MG GRP78 promoter luciferase reporter, 16 h; also: potency is read from the fitted curve at half-maximal effect; series mostly up to about 76 µM; % of control where 0% means no effect; nearly all actives have a fitted effect of over 35% in size
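Stably transfected U87-MG glioma cells carrying a GRP78-based luciferase sensor; 16 h compound incubation. Luminescence end-point read 10 min after Bright-Glo addition at room temperature.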
D1 agonist = agonists of human D1 dopamine receptor; AID 504660; 1% of 360,000 active; P21728; activation, % at 2 µM; HEK293 T-REx D1 cells, calcium flux, agonist mode; in the data active = activation above about 30%; also: 0% is about no effect
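Tetracycline-induced HEK293 TREx D1 cells, force-coupled to calcium signalling, were dye-loaded with a no-wash calcium kit. Compound was pin-added after a 10 s baseline. Fluorescence was read kinetically at 1 cycle/s for 180 s, with calcium rises flagged as agonism.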
Vif-APOBEC3F blk = blocks the Vif interaction with APOBEC3F; AID 602313; HeLa A3F-eYFP + Vif (tagged APOBEC3F with the HIV-1 protein that degrades it), YFP fluorescence increase; Potency, µM (top dose mostly 46.1 µM), without a hit: at the highest dose activity, negative = active; 0.2% of 390,000 active; also: potency is read from the fitted curve at half-maximal effect; % of control where 0% means no effect; nearly all actives have a fitted effect of over 65% in size
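HeLa cells stably expressing Vif plus C-terminally eYFP-tagged A3F were seeded, incubated overnight at 37 deg C, dosed with compound, incubated overnight again at 37 deg C. Yellow fluorescence (Ex 488/Em 500-530) reported blocked Vif-mediated A3F-eYFP degradation.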
RXFP1 ag = activates the human relaxin receptor RXFP1. 0.3% of 370,000 active. Q9HBX9. Potency, µM (top dose mostly 57.5 µM), for the others: top-dose activation, hits mostly activators. HEK293T-RXFP1 cAMP TR-FRET, 30 min; response scale: percent of porcine relaxin response, buffer zero; also: potency is read from the fitted curve at half-maximal effect; % is scaled to controls: 0 for no effect and ±100 for the full control effect; nearly all actives have a fitted effect of over 60% in size; many of its hits are not listed in these tables
Target sequence (Q9HBX9 whole entry, looked up): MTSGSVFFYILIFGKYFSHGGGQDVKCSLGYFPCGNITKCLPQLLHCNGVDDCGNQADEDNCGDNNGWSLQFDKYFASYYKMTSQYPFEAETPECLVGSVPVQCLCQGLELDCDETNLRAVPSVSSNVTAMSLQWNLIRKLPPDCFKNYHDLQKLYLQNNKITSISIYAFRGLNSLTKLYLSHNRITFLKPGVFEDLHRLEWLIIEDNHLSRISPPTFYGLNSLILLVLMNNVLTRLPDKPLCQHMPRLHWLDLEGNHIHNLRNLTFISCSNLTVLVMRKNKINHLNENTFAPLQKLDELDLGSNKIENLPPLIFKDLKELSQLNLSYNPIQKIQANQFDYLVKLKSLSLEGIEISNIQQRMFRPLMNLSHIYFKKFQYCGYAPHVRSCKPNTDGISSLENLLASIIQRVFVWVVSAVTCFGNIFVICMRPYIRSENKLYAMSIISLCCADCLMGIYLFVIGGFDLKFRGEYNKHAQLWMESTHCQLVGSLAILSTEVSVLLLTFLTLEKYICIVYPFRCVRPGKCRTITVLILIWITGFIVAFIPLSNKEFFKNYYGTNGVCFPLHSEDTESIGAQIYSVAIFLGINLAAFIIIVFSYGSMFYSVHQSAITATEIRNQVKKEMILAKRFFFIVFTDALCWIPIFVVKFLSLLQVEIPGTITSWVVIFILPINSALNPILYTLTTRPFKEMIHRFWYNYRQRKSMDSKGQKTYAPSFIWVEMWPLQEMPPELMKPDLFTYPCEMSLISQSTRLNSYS
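Agonist response is measured as cAMP accumulation in an RXFP1-transfected HEK293T line under PDE4 inhibition. Values are scaled between buffer-only and 29 nM porcine relaxin, and EC50s come from standard Hill equation fits.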
D2 potentiator = D2 dopamine receptor (human) potentiation | HEK293 T-REx D2, calcium flux, EC20 dopamine potentiation | 0.34% of 340,000 active | potentiation, % at 10 µM | P14416;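 active = potentiation over 3 SD above the plate norm, cut at about 30% in these data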; also: 0% is about no effect
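Potentiation of an EC20 dopamine calcium response measured kinetically over 180 s, after a preceding 180 s compound-only read flagging agonists. Cells: inducible Hek293 Trex D2 line, 4000/well, cultured overnight at 30 C before dye loading.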
LDHA inh = blocks human lactate dehydrogenase A; 0.15% of 480,000 active; AID 1347041; activity change, % (values are at about 110 or 230 µM); purified LDHA, NADH/diaphorase-resazurin fluorescence; hits give low values; in the data active = activity change below about -30%; inconclusive = mostly about -25% to -30%;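 also: plate controls were DMSO wells for no effect and wells without enzyme for full effect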
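Enzyme activity of human lactate dehydrogenase 5 (2 nM; 0.06 mM NADH, 0.2 mM pyruvate, 5 min, RT) is measured via a resazurin/diaphorase fluorescence readout of residual NADH.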
Active calls of the source: *; ? = inconclusive; / = no result given. Unless noted, calls follow the shape of the dose curve; as a rule, active = well fitted curve in the direction sought with a large enough effect; inconclusive = small, poorly fitted or top-dose-only effect, or another doubt; inactive = no such curve, though single readings can be large; an effect the other way counts as inactive or inconclusive. Only part of the results is shown, so the mix of outcomes need not match the whole.

SMILES | D1 PAM | D1 antagonist | Vif-A3G inh | Glioma ERSR ind | D1 agonist | Vif-APOBEC3F blk | RXFP1 ag | D2 potentiator | LDHA inh
O=C1C(c2ccc(F)cc2)N(CCc2ccccc2)C(=O)CN1C1CCCCCC1 (centres undefined) | 0 | 10 | 0% | 0% | -3 | 1% | -1.1% | 16 | -10
CNc1nc2sc3c(c2c(=O)n1C)CC(C)(C)SC3 | 0 | -2 | 2% | 2% | 2 | -11% | 3.7% | 11 | -7
CCOC(=O)C1=NOC(CNC(=O)c2c(-c3ccccc3Cl)noc2C)C1 (centres undefined) | 15 | 3 | 0% | -6% | 2 | 0% | -0.3% | 3 | -2
C=C[C@@H]1c2cccc(C)c2N(S(=O)(=O)c2ccc(C)cc2)[C@H](c2ccccc2)C1(C#N)S(=O)(=O)c1ccccc1 (some centres undefined) | / | / | 0% | -3% | / | 4% | / | / | -8
Cc1cc(NC2C3CC4CC(C3)CC2C4)n2ncnc2n1 (centres undefined) | -6 | 8 | -3% | -3% | 3 | -10% | 2.5% | -6 | -1
C/C=C/c1ccc(OC(C)=O)c(OC)c1 | -1 | 9 | -7% | -4% | -4 | 5% | 0.6% | 1 | 4
CCNc1nc(NCC)nc(NC(N)=S)n1 | -7 | 1 | 0% | -3% | 1 | -15% | 0.4% | 5 | -9
CCCNC(=S)NC1CCCC1 | -2 | -16 | -8% | -1% | 2 | -1% | 1.6% | -3 | -5
OCC[C@@H]1C[C@H](O)[C@@H](O)[C@@]2(CCCO2)O1 | / | / | -1% | 0% | / | -4% | / | / | -4
O=C1CCCCC1Sc1ccc(Cl)cc1[N+](=O)[O-] (centres undefined) | / | / | -14% | -7% | / | -15% | / | / | -5
Cc1c(SCCO)c(=O)[nH]c2cc3c(cc12)OCO3 | 2 | 4 | 0% | -1% | 0 | -10% | 12% | 5 | -3
COc1cc(NC(=O)[C@@H](NC(=O)c2ccco2)C(C)C)c(OC)cc1NC(=O)c1ccccc1 | -4 | -8 | -6% | -4% | 0 | ? | 0.7% | 11 | 3
COc1cc(C2=NOC(C(=O)Nc3cccnc3)C2)cc(OC)c1OC (centres undefined) | -11 | -14 | -1% | -4% | 3 | 0% | 0.8% | -1 | -13
CCOC(=O)c1[nH]c2ccc(OC)cc2c1NC(=S)N1CCN(c2ccc(F)cc2)CC1 | -3 | -1 | -1% | -1% | 1 | 1% | 3.2% | -4 | -1
N#Cc1c(C(F)(F)F)cc(-c2ccccc2)nc1SCC(=O)Nc1sc2c(c1C#N)CCC2 | 2 | -5 | ? | -5% | 4 | ? | 0.8% | 9 | -5
CCCCN(C(=O)Cc1ccc(S(=O)(=O)N2CCOCC2)s1)c1c(N)n(CCCC)c(=O)[nH]c1=O | 7 | -4 | 2% | -2% | 3 | 0% | 1.1% | -11 | 0
CSc1nc(SCc2ccccc2)[nH]c(=O)n1 | / | / | -7% | 2% | / | -5% | / | / | -12
CCN(C(=O)Cn1c(=O)oc2ccccc21)c1c(N)n(Cc2ccccc2)c(=O)[nH]c1=O | -1 | 1 | -3% | -3% | 5 | 5% | -2.6% | -12 | 1
Cc1oc(-c2ccc(-c3ccccc3)cc2)nc1CN1CCN(CC(=O)N(C)C)CC1 | -5 | -1 | -2% | 10% | 4 | -1% | -1.6% | 5 | -4
CCN1CCN(CCCNC(=O)Cn2c(-c3cccs3)cc3cc(Cl)ccc32)CC1 | -5 | -14 | 4% | -1% | 17 | -19% | 3.0% | -11 | -2
CN(C)S(=O)(=O)c1cccc(NC(=O)COC(=O)/C=C/c2ccc3c(c2)OCO3)c1 | -9 | 2 | 0% | 5% | 9 | 14% | -1.3% | -7 | -5
CC(C)c1nn(-c2cc(C(F)(F)F)ccn2)c(=O)o1 | 5 | -9 | -1% | -1% | 6 | 5% | 0.7% | -6 | -5
Cc1cccc(Cc2nnc(CCC(=O)NCc3cn4ccccc4n3)o2)c1 | 2 | -1 | 2% | -4% | 1 | ? | -0.2% | 11 | -3
COc1cc(CC(=O)N/N=C/c2ccc([N+](=O)[O-])cc2)c([N+](=O)[O-])cc1OC | 7 | 5 | -1% | 0% | 3 | 7% | -0.1% | -6 | -4
CCOc1ccccc1CNC(=O)c1ccc2c(c1)nc1n2CCC(C)C1 (centres undefined) | -2 | -12 | 5% | -2% | -1 | -2% | -3.1% | -11 | -3
Cc1ccc(-c2noc(C3CCCN(C(=O)c4cccc([N+](=O)[O-])c4)C3)n2)o1 (centres undefined) | -3 | -12 | -2% | 4% | 6 | -2% | 1.0% | 11 | 2
COc1ccc(CC(NC(C)=O)C(=O)NC2CCN(C(=O)c3cc(OC)c(OC)c(OC)c3)CC2)cc1 (centres undefined) | -1 | 6 | 0% | -3% | 2 | 0% | -5.1% | 5 | -4
CC(=O)Nc1ccc(C=NNc2ccc([N+](=O)[O-])cn2)cc1 | / | / | 2% | 9% | / | -1% | / | / | -6
O=[N+]([O-])c1ccc2c(c1)ncn2-c1ccccc1 | -9 | -25 | -4% | -1% | 0 | -8% | 0.3% | 3 | -8
Cc1ccc(CNC(=O)c2ccc3c(=O)n4c(-c5ccc(C)cc5)csc4nc3c2)cc1 | -5 | 5 | 2% | -4% | 4 | 4% | 7.5% | 1 | -5
CC(C)[C@H](NC(=O)c1ccccc1)C(=O)OCc1nnc(-c2ccccc2)o1 | -1 | 8 | 0% | 0% | 4 | 10% | -2.9% | -9 | -5
COc1ccc(NC(=O)C2CCC(CNc3c(N4CCOCC4)c(=O)c3=O)CC2)cc1Cl (centres undefined) | -1 | 5 | 1% | -3% | 1 | 14% | 0.9% | 1 | -2
CCOC(=O)c1c(NC(=O)c2cccc(N3C(=O)CCC3=O)c2)sc2c1CCN(CC)C2 | 0 | -24 | -4% | -1% | 1 | 3% | 2.7% | / | -1
CC(=O)c1ccc(NC(=O)Cn2c(=O)oc3cc(S(=O)(=O)N4CCCCC4)ccc32)cc1 | -7 | -2 | 1% | -2% | 1 | -3% | 0.1% | -12 | 0
CN(C(=O)c1ccccc1C(=O)OCC(=O)Nc1cccc(Br)c1)c1ccccc1 | / | 5 | -7% | -1% | 9 | -4% | -0.4% | 5 | -1
COc1ccc(Nc2ccc([N+](=O)[O-])cn2)cc1 | -4 | 19 | 5% | -1% | -3 | -2% | 0.5% | 0 | -4
CCC(=O)NC(=S)Nc1ccccc1F | -8 | -2 | 1% | -2% | 2 | -2% | 1.0% | 2 | -5
O=C(CCc1nnc2n(Cc3ccccc3Cl)c(=O)c3ccccc3n12)Nc1ccc(F)c(F)c1 | 1 | 9 | 2% | -2% | 0 | 1% | 2.1% | -7 | -5
COC(=O)c1ccncc1N | -7 | / | 2% | -1% | 1 | 16% | 7.7% | 3 | -3
COC(=O)Cc1ccc(NC(=S)N2CCN(C(=O)C3CCCO3)CC2)cc1 (centres undefined) | -5 | 5 | 1% | -2% | 3 | 0% | 0.3% | -3 | -5
CC1CCN(S(=O)(=O)c2cc(Br)cc(C(=O)NC3=NCCS3)c2)CC1 | 6 | 2 | -1% | 3% | 2 | -1% | 1.4% | 0 | -2
CC(C)C(=O)NCC1(N(C)C)CCCCC1 | 1 | -14 | 1% | -4% | 3 | 4% | 1.0% | -7 | -3
Cc1ccc(-c2noc(CN3CCC(C(N)=O)CC3)n2)cc1 | 1 | 1 | 0% | 2% | 4 | 10% | -2.3% | / | -2
Cc1cc2c(s1)c1cnn(Cc3ccc(-n4cncn4)cc3)c(=O)c1n2C | -3 | 5 | / | / | 1 | / | / | / | 0
CC(C)c1ccc(NC2CCCN(C(=O)c3ccc(N4CCOCC4)cc3)C2)cc1 (centres undefined) | 1 | -3 | 2% | 2% | 1 | -20% | -1.9% | 4 | 7
Cc1ccc(COc2ccsc2C(=O)NNC(N)=S)cc1 | -2 | 7 | 0% | -2% | 2 | -2% | 1.2% | 6 | 0
O=C(COC(=O)CCS(=O)(=O)c1ccc(F)cc1)NC1CCCCC1 | -1 | 12 | -4% | -4% | 3 | 6% | -0.6% | -7 | -1
Cc1cc(OCC(=O)N(Cc2ccco2)C2CCS(=O)(=O)C2)cc(C)c1Cl (centres undefined) | 1 | 4 | -1% | -5% | 5 | -10% | -1.5% | -1 | -3
CN1C(=S)SC(N(O)C(=O)Nc2ccc(Cl)c(Cl)c2)C1(C)C (centres undefined) | 4 | -4 | -8% | -4% | 7 | -4% | -0.8% | -3 | -5
Cc1noc(NS(=O)(=O)c2ccc(NC(=O)COc3ccccc3)cc2)c1C | 3 | 8 | 1% | -5% | 2 | -8% | 6.0% | 3 | -7
CCC(=O)Nc1ccc(NC(=O)CCc2ccccc2)cn1 | -8 | -15 | -7% | 1% | 0 | 9% | 1.9% | -1 | 0
CCOc1cc(N2CCOCC2)c(OCC)cc1NC(=O)CSc1ncccn1 | -1 | 7 | -5% | 0% | -3 | 2% | 0.0% | 12 | 14
CC(NC(=O)Cn1cnnn1)C12CC3CC(CC(C3)C1)C2 (centres undefined) | -7 | 6 | 1% | -3% | 2 | 5% | 1.4% | -6 | 1
COc1cccc(/C=N/NC(=O)CC(C)O)c1OC/C=C/c1ccccc1 (centres undefined) | -2 | 5 | -1% | -3% | 2 | 7% | 0.5% | / | -1

An excerpt from the list above:
SMILES | D1 PAM | D1 antagonist | Vif-A3G inh | Glioma ERSR ind | D1 agonist | Vif-APOBEC3F blk | RXFP1 ag | D2 potentiator | LDHA inh
Cc1oc(-c2ccc(-c3ccccc3)cc2)nc1CN1CCN(CC(=O)N(C)C)CC1 | -5 | -1 | -2% | 10% | 4 | -1% | -1.6% | 5 | -4
CCN1CCN(CCCNC(=O)Cn2c(-c3cccs3)cc3cc(Cl)ccc32)CC1 | -5 | -14 | 4% | -1% | 17 | -19% | 3.0% | -11 | -2
CN(C)S(=O)(=O)c1cccc(NC(=O)COC(=O)/C=C/c2ccc3c(c2)OCO3)c1 | -9 | 2 | 0% | 5% | 9 | 14% | -1.3% | -7 | -5
CC(C)c1nn(-c2cc(C(F)(F)F)ccn2)c(=O)o1 | 5 | -9 | -1% | -1% | 6 | 5% | 0.7% | -6 | -5

Compound activity from PubChem BioAssay.
